High-throughput results deposited in PubChem BioAssay by several laboratories.
CAL PDZ FP-1 – blocks peptide binding to human CAL PDZ domain | 330,000 tested, 0.02% active | Q9HD26 | AID 504414 | inhibition, % at 20 µM | purified CAL PDZ, TMR-peptide fluorescence polarization, 1 h;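 active means highest replicate inhibition of at least 40%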;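 further: plate controls were DMSO neutral control wells for no effect and unlabeled competitor peptide control wells for full effect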
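material = purified tagged CAL PDZ domain construct (CerCALP) | compound dosing = 20 µM, one dose | times = 1 h at RT | measured by = fluorescence polarization from S- and P-plane intensities, G-factor corrected | read-out = inhibition from polarization loss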
C-LANA FP – blocks KSHV LANA C-terminal domain binding to DNA; inhibition, % at 9 µM; AID 504423; 340,000 tested, 0.078% active; MBP-C-LANA/FAM-LBS DNA binding, fluorescence polarization;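 active means highest replicate inhibition at or above 60% at 9 µM, even if other replicates fall short; inactive means all replicates below 60% inhibition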;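 further: 0% = neutral control wells and 100% = 4 µM acridine orange control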
Keap1-Nrf2 PPI – Keap1-Nrf2 (human) interaction inhibition; inhibition, % at 9.4 µM; Q14145; 340,000 tested, 0.15% active; Keap1 Kelch-Nrf2 peptide fluorescence polarization, 1536-well; in the data active means inhibition above about 12%;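 further: human Keap1 Kelch domain with fluorescein labeled Nrf2 9mer peptide probe; 0% = neutral control wells and 100% = peptide positive control; higher means more block of Keap1 binding to Nrf2 peptide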
Cardiac RTF inh – cardiac RTF calcium desensitization | P19429+P45379 | IANBD-labeled cardiac RTF, Ca2+ fluorescence | inhibition, % at 7.15 µM | 340,000 tested, 0.12% active;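 active means inhibition above the mean inhibition of all tested compounds plus 3 SD, cut at about 17% in these data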;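 further: assay run at fixed EC70 calcium of 1.6 mM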
RTF Ca sens act – increases calcium sensitivity of human cardiac regulated thin filaments | P19429+P45379 | IANBD-labeled TnC RTF fluorescence at EC20 calcium; 0% EC20 calcium, 100% full calcium | activation, % at 7.2 µM | 340,000 tested, 0.24% active;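 active means activation above the mean over all tested compounds plus 3 SD, cut at about 30% in these data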;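 further: rise in fluorescence read as greater calcium sensitivity of cardiac thin filaments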
Rtt109 Vps75 – blocks Candida albicans Rtt109/Vps75 acetyltransferase activity. Q5AAJ8. inhibition, % at 34.9 µM. purified Rtt109/Vps75, ThioGlo CoA-SH fluorescence, 4 h. AID 540336. 330,000 tested, 0.16% active;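 active means inhibition of at least 50% in every replicate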
Target sequence (Q5AAJ8 whole entry, looked up): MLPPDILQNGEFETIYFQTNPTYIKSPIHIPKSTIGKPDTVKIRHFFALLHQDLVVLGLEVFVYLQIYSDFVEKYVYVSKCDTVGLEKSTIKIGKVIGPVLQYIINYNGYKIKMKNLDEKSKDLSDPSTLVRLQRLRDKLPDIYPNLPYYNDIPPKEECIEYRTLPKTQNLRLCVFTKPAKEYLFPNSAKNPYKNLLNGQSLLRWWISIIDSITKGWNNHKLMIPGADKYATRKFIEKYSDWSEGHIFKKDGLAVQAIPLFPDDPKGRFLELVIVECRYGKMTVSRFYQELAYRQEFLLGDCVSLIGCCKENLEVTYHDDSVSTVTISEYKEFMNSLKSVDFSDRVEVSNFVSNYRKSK
SR-BI uptake up – enhances SR-BI lipid uptake from DiI-HDL | 320,000 tested, 0.096% active | activation, % at 12.5 µM | CHO ldlA[mSR-BI] cells, DiI-HDL uptake fluorescence, 3 h; 100 = double the neutral-control signal | AID 504775;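 active means mean replicate activation of at least 60% and every replicate at or above 60%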;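 further: 0% = median plate neutral-control signal and 100% = twice that signal; values of inactives mirror those of a sister screen read the other way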
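Test system: SR-BI-overexpressing, LDLR-lacking CHO cells; Also added: labelled HDL, 10 µg/mL; Measured by: bottom-read cell fluorescence after medium removal, ex 550/em 595 nm; Timing: 3 h uptake period with compound, 37 °C; Buffer or medium: F12, 0.5% BSA, 25 mM HEPES; Doses: single compound concentration, delivered by pin transfer.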
DAGLB inhibitor – blocks human DAGLB lipase activity. Q8NCG7. 340,000 tested, 0.059% active. HEK293T DAGLB membrane lysate, EnzChek fluorogenic substrate. inhibition, % at 5.17 µM; in the data active means inhibition above about 34%;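 further: 0% = enzyme with vehicle and 100% = wells lacking enzyme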
Target sequence (Q8NCG7 whole entry, looked up): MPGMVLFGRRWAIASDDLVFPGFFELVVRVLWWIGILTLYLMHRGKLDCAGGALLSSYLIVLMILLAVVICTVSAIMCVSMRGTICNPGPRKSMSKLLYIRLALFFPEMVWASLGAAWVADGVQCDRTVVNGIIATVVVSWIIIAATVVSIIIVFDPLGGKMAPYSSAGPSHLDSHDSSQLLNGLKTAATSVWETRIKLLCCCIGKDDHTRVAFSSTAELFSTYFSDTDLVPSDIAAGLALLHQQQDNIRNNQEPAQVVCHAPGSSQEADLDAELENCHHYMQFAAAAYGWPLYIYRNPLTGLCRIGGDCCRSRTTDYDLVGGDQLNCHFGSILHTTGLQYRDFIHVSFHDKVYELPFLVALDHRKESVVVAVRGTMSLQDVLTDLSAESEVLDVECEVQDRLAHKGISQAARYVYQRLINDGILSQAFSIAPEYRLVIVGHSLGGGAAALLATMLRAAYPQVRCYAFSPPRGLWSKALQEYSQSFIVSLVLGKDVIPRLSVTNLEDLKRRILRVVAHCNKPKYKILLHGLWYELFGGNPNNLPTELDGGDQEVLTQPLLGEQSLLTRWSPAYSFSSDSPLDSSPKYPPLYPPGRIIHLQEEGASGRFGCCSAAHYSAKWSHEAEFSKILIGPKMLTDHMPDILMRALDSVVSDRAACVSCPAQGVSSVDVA
CAL PDZ FP-2 – inhibitors of human CAL PDZ peptide binding. purified CAL PDZ, TMR-peptide fluorescence polarization, 1 h. Q9HD26. AID 602252. inhibition, % at 24.9 µM. 300,000 tested, 0.92% active;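 active means mean inhibition of at least 30% with at least half of replicates also reaching 30%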;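 further: 0% = DMSO neutral control and 100% = excess unlabeled competitor peptide PRC23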
PKA-R2B activ – activates the human PKA-R2B holoenzyme complex; AID 504700; activation, % at 11.4 µM; PKA-R2B holoenzyme dissociation, Cy5-IP20 fluorescence polarization; R2B truncated from residue 108, S112A mutant; 0% DMSO only, 100% 113 µM cGMP; 340,000 tested, 0.079% active; P22694+P31323;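 active means activation above a cutoff set at the mean over all compounds plus 3 SD, cut at about 18% in these data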;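 further: higher means more holoenzyme dissociation and a rise in polarization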
An asterisk follows results filed as active; x = not tested or not shown. Compounds were not picked by outcome; 1.6% or so of the library scored in one or more.

item	compound	CAL PDZ FP-1	C-LANA FP	Keap1-Nrf2 PPI	Cardiac RTF inh	RTF Ca sens act
1	O=C(NCC(=O)N(CC1CCCO1)C(C(=O)NC1CCCCC1)c1ccccc1)c1cccs1 (centres undefined)	-2.9	-0.2	-1	0	3
2	COc1ccc(S(=O)(=O)c2ccc(O)cc2)cc1	-3.7	0.5	2	2	4
3	Cn1cc(C(=O)c2ccc(Cl)cc2Cl)cc1C(=O)O	-1.8	-1.6	-3	-9	0
4	CNc1ncnc2sc(-c3ccccc3)cc12	0.6	-0.2	-2	-6	-2
5	Cn1nc(C(=O)OCC(=O)Nc2ccc(F)cc2Cl)c2ccccc2c1=O	-0.9	2.9	-5	-2	1
6	NS(=O)(=O)c1ccc(CCNC(=O)CSc2ccc(Cl)cc2)cc1	-0.6	-0.4	-5	4	-3
7	O=C(CS(=O)(=O)Cc1ccccc1)Nc1ccccc1Cl	-1.5	0.5	-5	-12	-3
8	COc1ccc(C(=O)COC(=O)CCN2C(=O)[C@@H]3[C@H](C2=O)[C@@H]2C[C@H]3C(Br)C2Br)cc1 (some centres undefined)	-0.3	0.8	3	2	3
9	Cc1ccccc1NC(=O)/C(C#N)=C\c1ccsc1	-2.8	-0.3	-7	-15	-1
10	COc1ccc(S(=O)(=O)N2CCN(CCCOc3ccc(F)cc3)CC2)cc1OC	-1.6	-2.1	-5	-13	-8
11	COCCCNC(=O)c1ccc2c(=O)n(Cc3ccc(OC)cc3)c(=O)[nH]c2c1	-1.8	-1.0	-4	-16	1
12	O=C1c2ccccc2-c2nnc(-c3ccc(O)cc3)cc21	-1.1	-0.2	-4	-6	9

item	Rtt109 Vps75	SR-BI uptake up	DAGLB inhibitor	CAL PDZ FP-2	PKA-R2B activ
1	37	35	1	-2	-12
2	-2	23	0	-2	-6
3	-5	33	-2	0	-8
4	-2	-51	2	0	-11
5	-2	-4	1	-4	-8
6	3	9	2	-2	-1
7	-3	14	2	3	-8
8	-4	-4	3	-4	-4
9	31	-28	0	-4	-1
10	8	x	-2	1	-8
11	6	x	1	21	-1
12	-1	16	2	0	1

Other records.
item	compound	CAL PDZ FP-1	C-LANA FP	Keap1-Nrf2 PPI	Cardiac RTF inh	RTF Ca sens act
13	OCCC1CN(Cc2cccc3c2OCO3)CCN1C1CCCC1 (centres undefined)	-1.3	0.5	-3	-28	-5
14	CC(C)N1CC(C(=O)Nc2cccc([N+](=O)[O-])c2)CC1=O (centres undefined)	x	0.0	3	-7	-4
15	CC(=O)Nc1ccccc1OCC(=O)NC(C)c1ccccc1 (centres undefined)	-2.3	-1.6	2	-4	-2
16	Cc1ccc(NC(=S)N(CCCN2CCOCC2)Cc2ccco2)cc1Cl	0.4	-0.1	-3	-1	-3
17	CC(C)(C)C(=O)Nc1cccc(-c2nc3ccccc3[nH]2)c1	x	-0.9	-2	-20	-1
18	C=C(C)COc1ccc(-c2nc(N)ncc2Oc2ccccc2OC)c(O)c1	-0.8	1.4	6	-10	0
19	COc1ccc(-c2ccc(CCC(=O)O)n2CC(C)C)cc1	-2.3	0.7	0	-9	-8
20	CCOc1ccc(C(C)=O)cc1COC(=O)C1=COCCO1	-0.3	1.0	-7	-10	-1
21	CCC(=O)Nc1ccc(Cl)c(NC(=O)c2ccc(Br)o2)c1	-2.8	-0.1	-2	3	2
22	CCCCCCCCCCCC(=O)N1CC(=O)NC(=O)C1	-0.4	1.5	3	x	x
23	COc1ccc(N/N=C(\C#N)C(=N)N2CCOCC2)cc1	-2.3	-0.5	-3	2	-1
24	Cc1ccc(C(=O)NCCCNCCCN(C)C)cn1	1.3	-0.5	2	1	1

item	Rtt109 Vps75	SR-BI uptake up	DAGLB inhibitor	CAL PDZ FP-2	PKA-R2B activ
13	x	20	0	0	1
14	-6	6	-1	-4	7
15	-3	15	1	-2	7
16	13	10	-2	x	-3
17	18	-5	-2	-1	5
18	-20	-14	-5	x	3
19	9	-2	1	x	10
20	2	-26	-4	-6	10
21	14	x	-4	-5	2
22	11	11	x	x	x
23	20	-11	-1	0	-11
24	-22	21	-1	-1	2

New compounds follow.
item	compound	CAL PDZ FP-1	C-LANA FP	Keap1-Nrf2 PPI	Cardiac RTF inh	RTF Ca sens act
25	O=C1CC(C(=O)NCc2ccccc2)N=C(N2CCCCC2)N1 (centres undefined)	-0.9	-0.8	3	0	-3
26	CC1(C)CC(=O)/C(=C(\O)CCCN2C(=O)c3ccccc3C2=O)C(=NCCO)C1	-0.9	-1.8	-2	2	-2
27	CC(C(Sc1ccccc1N)c1ccccc1)[N+](=O)[O-] (centres undefined)	1.5	0.1	0	-12	10
28	CC1CC(C)CN(CCCNC(=O)Cn2ncn3cccc3c2=O)C1 (centres undefined)	-0.3	0.6	2	-1	-1
29	CCc1ccc(S(=O)(=O)NCCc2cn3ccccc3n2)s1	-1.2	-1.3	-2	-2	2
30	Cc1ccc(CN2[C@@H]3c4ccccc4C[C@@H]3OCCS2(=O)=O)cc1	-1.2	2.1	-4	-11	-2
31	Cc1ccc(C)c(C(C)NC(=S)NCc2ccc(F)cc2)c1 (centres undefined)	-2.0	-2.0	-4	-16	1
32	CCOc1ccc(Nc2oc(-c3cccs3)nc2C#N)cc1	1.1	0.6	1	-11	6
33	COc1ccc(/C=C2\Oc3cc(OC(=O)N4CCOCC4)ccc3C2=O)cc1	-0.7	0.6	-4	-6	2
34	CCc1ccccc1NC(=O)NCCN1CCCCC1	-0.3	-2.8	-3	1	-2
35	CC1CCCC(C)N1C(=O)c1ccc2c(c1)S(=O)(=O)c1ccccc1C2=O (centres undefined)	-0.9	0.4	1	-10	-5
36	N/C(=N\OC(=O)C(c1ccccc1)c1ccccc1)c1ccncc1	0.8	-2.0	0	-6	-4

item	Rtt109 Vps75	SR-BI uptake up	DAGLB inhibitor	CAL PDZ FP-2	PKA-R2B activ
25	-8	15	0	-3	-3
26	4	10	0	-1	2
27	x	x	-1	-2	-4
28	-5	-17	-1	x	-12
29	19	x	-2	-2	-2
30	0	-10	-4	-7	4
31	-14	-21	-6	-3	-14
32	6	-10	0	-2	4
33	-25	11	-2	-1	-2
34	-1	19	-2	5	-6
35	2	-12	-1	-1	-5
36	-4	x	3	x	-4

(cont.)
item	compound	CAL PDZ FP-1	C-LANA FP	Keap1-Nrf2 PPI	Cardiac RTF inh	RTF Ca sens act
37	O=C(O)CCSc1nc2ccccc2s1	-2.0	-2.5	-3	0	2
38	CCCCN1C(=O)/C(=C/C=C2\SCCN2C)SC1=S	0.2	-14	-186	-205	115*
39	COc1ccc(C)cc1S(=O)(=O)N1c2ccc(C)cc2C2CN(C)CCC21 (centres undefined)	-0.7	0.6	-2	7	1
40	COC(=O)c1ccc(NC(=O)c2nc(S(=O)(=O)Cc3cccc(C)c3)ncc2Cl)cc1	-1.5	0.5	-2	-12	-2
41	CCOc1ccc(OCCN2C(=O)c3ccccc3C2=O)cc1	-1.9	0.0	2	-10	-3
42	COc1cccc(OC)c1C(=O)Nc1ccc(C(=O)NCc2ccccc2)cc1	-1.6	0.2	-1	-4	-5
43	COc1ccccc1NS(=O)(=O)c1cccc(NC(=O)Nc2cccc(Cl)c2)c1	-4.5	0.1	-8	-8	-3
44	CCC1CCCCN1C(=O)N[C@@H](CCSC)C(=O)OC (some centres undefined)	-1.2	0.3	0	-1	2
45	Cc1ccc(S(=O)(=O)N(C)c2ccccc2)cc1	x	0.2	1	0	-1
46	COc1ccc(C)cc1NC(=O)CN(C)S(=O)(=O)c1cc(C)ccc1OC	-0.3	1.6	-5	-10	3
47	CCc1nnc(NC(=O)CSc2nc3c(C)cccc3[nH]2)s1	-3.8	-5.7	0	-8	-2
48	Cc1nnc(SCC(=O)Nc2nccs2)s1	0.6	1.0	-1	-3	7

item	Rtt109 Vps75	SR-BI uptake up	DAGLB inhibitor	CAL PDZ FP-2	PKA-R2B activ
37	2	8	4	x	-8
38	6	-71	1	3	-8
39	-13	17	-3	x	-5
40	1	-11	2	-4	3
41	-14	3	-5	x	-3
42	-7	-18	1	-1	-3
43	1	-10	0	-7	-1
44	-2	-11	-4	-1	-3
45	-2	-19	-4	0	9
46	-1	-6	0	-4	-16
47	7	29	1	-2	-6
48	1	11	0	79*	-7

Continued.
item	compound	CAL PDZ FP-1	C-LANA FP	Keap1-Nrf2 PPI	Cardiac RTF inh	RTF Ca sens act
49	CC1(c2ccccc2Cl)NC(=O)N(CC(=O)Nc2cccnc2Cl)C1=O (centres undefined)	-2.1	-0.8	2	-1	-2
50	COc1nc(N)nc2nc[nH]c12	0.2	2.7	-2	13	-3
51	CC(=O)N1CCN(CCN=CC2=C(O)CC(c3ccco3)CC2=O)CC1 (centres undefined)	-0.5	2.4	0	7	-7
52	c1cnc(SCCOc2cccc3ccccc23)nc1	-0.1	-0.4	-4	-4	-8
53	O=S(=O)(Nc1cccc(S(=O)(=O)N2CCCCCC2)c1)c1ccc(F)cc1F	-1.5	-2.1	3	0	-2
54	CN(C)c1nnc(-c2ccc(Cl)cc2)o1	-0.4	-0.8	7	-3	0
55	CS(=O)(=O)N1N=C(c2ccccc2)CC1c1ccc2c(c1)OCO2 (centres undefined)	-14	1.8	-15	-8	10
56	Cc1cc(Br)c2nc3c(c(C(=O)O)c2c1)CCCCC3	-0.4	-1.1	-6	4	1

item	Rtt109 Vps75	SR-BI uptake up	DAGLB inhibitor	CAL PDZ FP-2	PKA-R2B activ
49	-6	-9	-2	-3	-11
50	-6	1	2	0	-1
51	-10	-6	2	-5	11
52	5	-2	-7	-4	-6
53	-2	-35	5	-2	-8
54	-5	-24	0	-10	-4
55	5	23	0	-6	12
56	29	18	0	x	0

Reformatted bar-delimited: part of the list above
entry | canonical_smiles | CAL PDZ FP-1 | C-LANA FP | Keap1-Nrf2 PPI | Cardiac RTF inh | RTF Ca sens act | Rtt109 Vps75 | SR-BI uptake up | DAGLB inhibitor | CAL PDZ FP-2 | PKA-R2B activ
49 | CC1(c2ccccc2Cl)NC(=O)N(CC(=O)Nc2cccnc2Cl)C1=O (centres undefined) | -2.1 | -0.8 | 2 | -1 | -2 | -6 | -9 | -2 | -3 | -11
50 | COc1nc(N)nc2nc[nH]c12 | 0.2 | 2.7 | -2 | 13 | -3 | -6 | 1 | 2 | 0 | -1
51 | CC(=O)N1CCN(CCN=CC2=C(O)CC(c3ccco3)CC2=O)CC1 (centres undefined) | -0.5 | 2.4 | 0 | 7 | -7 | -10 | -6 | 2 | -5 | 11
52 | c1cnc(SCCOc2cccc3ccccc23)nc1 | -0.1 | -0.4 | -4 | -4 | -8 | 5 | -2 | -7 | -4 | -6
53 | O=S(=O)(Nc1cccc(S(=O)(=O)N2CCCCCC2)c1)c1ccc(F)cc1F | -1.5 | -2.1 | 3 | 0 | -2 | -2 | -35 | 5 | -2 | -8
54 | CN(C)c1nnc(-c2ccc(Cl)cc2)o1 | -0.4 | -0.8 | 7 | -3 | 0 | -5 | -24 | 0 | -10 | -4
